NR2E3 ag-1: agonists of human nuclear receptor NR2E3 | Q9Y5X4 | GST-NR2E3/biotin-RetCOR TR-FRET, 1536-well | inhibition of corepressor binding, % at 4.78 µM | 320,000 compounds, 0.12% hits | AID 2300;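 active = percent inhibition above the cutoff of mean plus 3 SD of all tested compounds, set per screening campaign, cut at about 20% in these data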;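 note: 0% = DMSO wells and 100% = biotin wells as full block of FRET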
Target sequence (Q9Y5X4 whole entry, looked up): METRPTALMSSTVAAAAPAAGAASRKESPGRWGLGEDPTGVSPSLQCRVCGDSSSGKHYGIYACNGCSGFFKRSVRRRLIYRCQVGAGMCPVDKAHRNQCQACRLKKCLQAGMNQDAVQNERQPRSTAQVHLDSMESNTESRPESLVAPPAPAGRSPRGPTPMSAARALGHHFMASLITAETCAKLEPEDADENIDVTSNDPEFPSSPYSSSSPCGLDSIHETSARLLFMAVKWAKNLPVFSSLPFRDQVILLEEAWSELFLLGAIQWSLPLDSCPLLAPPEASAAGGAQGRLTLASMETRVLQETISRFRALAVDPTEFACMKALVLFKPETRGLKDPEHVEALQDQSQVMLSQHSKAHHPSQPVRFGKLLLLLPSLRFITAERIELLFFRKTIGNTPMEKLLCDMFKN
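Assay system: NR2E3–RetCOR corepressor complex. Quantity: 1.35 nM GST-NR2E3. Buffer or medium: pH 7.5 Tris-based buffer. Reagent: biotinylated RetCOR corepressor at 7 nM final. Schedule: 5 h at 4 °C. Detection: TR-FRET, emission read at 617 and 671 nm. Replicates: one well per compound, singlicate testing.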
TWEAK-Fn14 inh: inhibitors of TWEAK-Fn14 interaction signaling. TWEAK-stimulated Fn14 reporter cells, luciferase luminescence, 8 h. inhibition, % at 10 µM. 360,000 compounds, 2% hits. AID 1159606; in the data active = inhibition above about 50%
iPSC survival up: increases survival of single human iPS cells. hiPSC single-cell survival, ATPlite luminescence; 100% = ROCK inhibitor wells, 0% = DMSO. survival enhancement, % at 20 µM. 360,000 compounds, 0.044% hits. AID 602274; in the data active = survival enhancement above about 18%;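 note: cells exposed to compounds for 16 hours before the ATP read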
aDG glyco up: alpha-DG glycosylation activation. Pro5-aDG cells, alpha-DG glycosylation AlphaScreen (IIH6); 0% Pro5, 100% B10-LARGE cell signal. activation, % at 10 µM. 360,000 compounds, 0.22% hits. AID 624168;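 active = activation of at least 8% versus controls, or a plate z-score of at least 8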;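 note: Pro5 are CHO cells carrying HIG-tagged alpha-DG that lacks glycosylation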
KKLEB cytotox: reduces viability of KKLEB cystic fibrosis airway cells. AID 602141. activity change (cytotoxicity), % at 5 µM. 360,000 compounds, 0.36% hits. KKLEB CF airway cells viability, ATPlite luminescence, overnight; active compounds read low; cells stimulated with P. aeruginosa culture filtrate;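 active = corrected activity change at or below -50% at 5 µM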
MITF TRPM1 inh: inhibitors of MITF-driven TRPM1 promoter in melanoma cells. SK-MEL-5 TRPM1 promoter luciferase, 24 h. inhibition, % at 12.5 µM. 330,000 compounds, 0.83% hits. AID 488899;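 active = mean inhibition across replicates of 60% or more, whatever share of single replicates reaches that level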; note: values of inactives mirror those of a sister screen read the other way
CF NFkB block: blocks PAF-induced NF-kB reporter in cystic fibrosis cells; KKLEB NF-kB-GFP reporter, GFP fluorescence overnight; inhibition, % at 5 µM; 360,000 compounds, 0.86% hits;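 active = at least 50% inhibition at 5 µM, scaled per plate between neutral and stimulator controls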;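 note: PAF is a Pseudomonas aeruginosa culture filtrate used as stimulus; plate controls were PAF-stimulated DMSO wells for no effect and unstimulated DMSO wells for full effect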
Peg3 prom inh: inhibitors of Peg3 promoter. inhibition, % at 20 µM. HeLa PEG-Prom luciferase reporter, luminescence, overnight. 360,000 compounds, 1.7% hits. AID 588405;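 active = inhibition of at least 50% at 20 µM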
Shn3 inh set2: reduces Shn3 3'UTR luciferase signal in osteoblasts | Clone20 osteoblast Shn3 3'UTR firefly luciferase, 24 h | inhibition, % at 12.5 µM | 360,000 compounds, 0.52% hits;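 active = mean inhibition of at least 75% with every replicate also reaching 75%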;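 note: 0% = median of neutral control wells and 100% = pilot-screen positive control compound; some compounds past the cut are filed as inactive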
NR2E3 ag-2: agonists of human NR2E3 nuclear receptor. Q9Y5X4. CHO-S Gal4-NCOR/VP16-NR2E3 two-hybrid, luciferase. inhibition of corepressor binding, % at 3.98 µM. 360,000 compounds, 0.35% hits. AID 602229;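 active = inhibition above the mean of all tested compounds plus 3 SD, cut at about 70% in these data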;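 note: 0% = DMSO with NR2E3 transfected cells and 100% = cells lacking NR2E3 construct; higher means lower luciferase signal from less NR2E3 corepressor binding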
HIF-2a block: blocks HIF-2a reporter activity. 786-0 RCC cells HIF-2a reporter, luciferase luminescence, overnight. inhibition, % at 18.8 µM. 360,000 compounds, 0.72% hits;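 active = inhibition of the luminescence signal of 40% or more relative to plate controls, in a single-dose primary screen at 18.75 µM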
* marks the source's active call; other numbers are inactive results; · = no result given.

SMILES	NR2E3 ag-1	TWEAK-Fn14 inh	iPSC survival up	aDG glyco up	KKLEB cytotox	MITF TRPM1 inh	CF NFkB block	Peg3 prom inh	Shn3 inh set2	NR2E3 ag-2	HIF-2a block
O=C(c1nc2ccccc2s1)N1CCN(c2ccccn2)CC1	1	3	-4.2	1.0	5	-15	-18	-122	-20	-15	-191
O=C(COC(=O)C1(c2cccc(F)c2)CCCC1)NCc1ccc2c(c1)OCO2	-2	11	2.4	0.1	7	8	-2	11	16	2	22
COc1ccc(N2CCN(C(=O)c3cc(-c4cccs4)nc4ccccc34)CC2)cc1	1	19	-1.2	-0.8	-9	-12	21	12	5	12	-12
O=C(Oc1ccc(OC(=O)N2CCCCC2)cc1)c1ccccc1	-2	-32	-1.4	0.3	1	-50	-6	-123	-19	-12	-98
CC(C)CC(=O)NNC(=S)Nc1ccc(S(N)(=O)=O)cc1	3	21	-0.8	-0.3	-16	-9	8	-7	-4	2	4
COCCNC(=O)C(c1ccc(C)o1)N(Cc1ccc(F)cc1)C(=O)Cn1nnc2ccccc21 (centres undefined)	1	-4	3.0	0.7	-3	2	0	5	-1	-14	3
C[n+]1ccc(C(=O)N/N=C/c2ccco2)cc1	-1	1	0.3	0.1	-1	-9	-21	17	-6	-6	6
Cc1c(C(=O)Nc2ccc(F)cc2)oc2ccc(S(=O)(=O)N3CCCC3)cc12	3	-17	3.2	0.0	-17	10	13	16	-7	1	9
CC(C)(C)NC(=O)N1CCCN(c2ccc(C(F)(F)F)cn2)CC1	-1	-5	0.1	0.1	-5	-8	-1	5	-11	28	8
COc1ccc([C@H]2CC(=O)C=C(c3cccc(CO)c3)C2)cc1OC	-1	1	5.8	-0.2	-26	3	9	16	-9	-22	3
Cc1cccnc1NC(=O)c1cccc(NC(=O)CC2SC(N3CCCCC3)=NC2=O)c1 (centres undefined)	1	-1	0.3	0.2	-11	·	19	-1	-50	9	4
Cc1ccc2cc(C(c3nnnn3Cc3ccccc3)N3CCc4ccccc43)c(=O)[nH]c2c1C (centres undefined)	3	9	0.2	-0.1	8	25	4	12	29	-25	4
CCn1c(=N)n(CC(=O)C(C)(C)C)c2ccccc21	0	14	-1.2	1.0	-20	-2	6	12	-42	3	5
CC(c1ccon1)N(C)C(=O)c1ccc2nc(Cc3cccc(Cl)c3)oc2c1 (centres undefined)	1	-19	0.2	-0.4	-3	-7	-6	-13	6	-36	-18
CC1(C(=O)Nc2ccccc2Br)CCN1C(=O)CC1CC1 (centres undefined)	·	4	-1.3	-0.1	22	·	-14	4	-2	-22	12
CN1CCCC(OC(=O)c2ccc(Cl)cc2)C1 (centres undefined)	1	5	-0.6	0.1	-15	11	-21	11	·	0	6
O=C(CSc1nc2ccccc2c(=O)n1CCCN1CCOCC1)Nc1ccccc1OC(F)F	·	0	-2.2	-0.1	4	-9	-2	10	25	1	-2
Cc1ccc(C(=O)Nc2c(C)cc(C)c3cccnc23)cc1	0	-12	-0.3	0.1	-10	10	-9	-23	-2	-3	-68
N#CCCn1cc(CNCc2ccccc2)c(-c2cccc([N+](=O)[O-])c2)n1	2	10	-0.3	0.3	2	-28	2	9	4	-17	4
COC(=O)c1oc2c(c1C)C1(CCC2)SCCS1	4	-7	-2.0	-0.4	-1	4	-5	11	10	-24	12
CSc1ccc(Cn2c(C)c(C(=O)NCc3ccc(Cl)c(Cl)c3)sc2=O)cc1	·	37	1.2	-0.2	-6	·	-11	14	8	-21	-9
CCNC(=O)C1(C)CCCN1Cc1cccc(C(F)(F)F)c1 (centres undefined)	·	10	-1.7	0.0	14	·	4	7	10	-1	9
CN1CCCN(C(=O)c2ccc(Cl)cc2)CC1	2	5	-0.6	-0.1	10	0	-10	0	31	-3	13
CC1(C(=O)NCc2cccc(C(F)(F)F)c2)CCN1CCc1ccccc1 (centres undefined)	·	1	-1.4	-0.1	3	·	6	12	-39	3	8
Cc1cc(C)c(C#N)c(OCC2CCCO2)n1 (centres undefined)	·	16	1.0	2.1	-8	·	4	-3	16	10	-10
COc1ccccc1NC(=O)c1ccc(CS(=O)(=O)c2ccc(C)cc2)cc1	3	-4	0.4	-1.0	-14	2	6	28	46	-16	12
N#CCCn1cc(/C=N/O)c(-c2ccc(Cl)cc2)n1	5	16	-1.1	-0.1	6	11	14	10	10	25	15
CC(/C=C/c1ccccc1)NC(N)=O (centres undefined)	-1	9	0.7	-0.2	4	9	-7	0	-29	0	-5
CC(=O)Nc1ccc(/C=N/N2C(=O)NC(C)(c3ccc(OC(F)F)cc3)C2=O)cc1 (centres undefined)	0	10	0.1	-0.1	-3	1	3	-17	23	-9	-7
CCC(CC)C(=O)c1c[nH]c(C(=O)NCc2ccc(F)cc2)c1	0	-9	-0.7	0.2	-16	17	2	14	9	-19	6
CCC(=O)NCCn1ccc2ccccc21	1	22	-2.1	-0.3	3	·	-15	-2	-30	-17	2
COc1ccc(Nc2nc3c(C)cccn3c(=O)c2C=O)cc1	·	-22	-0.4	-0.1	14	-5	-52	-8	-12	-13	-6
C(=N\Nc1ccccn1)/c1ccc(N2CCOCC2)cc1	0	2	-0.4	1.1	-9	-78	8	-306	-43	-86	-276
CC(C)CCNC(=O)CN1N=C(c2ccc(Cl)cc2)CCC1=O	-2	16	2.6	0.0	2	-2	-1	13	9	-4	11
Cc1ccccc1-c1nnc(SCC(=O)Nc2cccnc2Cl)o1	·	3	-4.9	-0.2	1	-19	20	-52	3	-86	-30
O=C(Cn1c(=O)n(Cc2ccc3c(c2)OCO3)c(=O)c2ccccc21)N1CCCc2ccccc21	2	12	-2.4	0.1	9	17	-15	18	7	20	7
O=C(c1cc([N+](=O)[O-])ccc1Cl)N1CCN(c2ccccc2)CC1	7	-5	-0.9	-0.3	8	-6	-10	7	2	1	19
CCCC(=O)Nc1ccc(C(=O)N/N=C2\CC(=O)CC(C)(C)C2)cc1	0	3	-0.5	1.3	5	14	-2	18	3	1	20
O=C1COc2ccc(-c3csc(NCCc4ccccc4)n3)cc2N1	3	-3	0.0	0.2	12	-28	-24	-36	11	-24	-61
COc1cccc(/C=C2\Oc3cc(OC(=O)N4CCOCC4)ccc3C2=O)c1	0	-34	-0.6	0.4	-2	-20	2	-35	-2	15	-77

No new results follow: 3 of the compounds above.
SMILES	NR2E3 ag-1	TWEAK-Fn14 inh	iPSC survival up	aDG glyco up	KKLEB cytotox	MITF TRPM1 inh	CF NFkB block	Peg3 prom inh	Shn3 inh set2	NR2E3 ag-2	HIF-2a block
CCCC(=O)Nc1ccc(C(=O)N/N=C2\CC(=O)CC(C)(C)C2)cc1	0	3	-0.5	1.3	5	14	-2	18	3	1	20
O=C1COc2ccc(-c3csc(NCCc4ccccc4)n3)cc2N1	3	-3	0.0	0.2	12	-28	-24	-36	11	-24	-61
COc1cccc(/C=C2\Oc3cc(OC(=O)N4CCOCC4)ccc3C2=O)c1	0	-34	-0.6	0.4	-2	-20	2	-35	-2	15	-77

Carrying on:
SMILES	NR2E3 ag-1	TWEAK-Fn14 inh	iPSC survival up	aDG glyco up	KKLEB cytotox	MITF TRPM1 inh	CF NFkB block	Peg3 prom inh	Shn3 inh set2	NR2E3 ag-2	HIF-2a block
CN1/C(=C\C(=O)c2cccs2)Sc2ccccc21	0	35	-2.6	0.8	-12	2	-25	-142	-37	-87	-136
Cn1cnc2c1c(=O)n(CC(O)CO)c(=O)n2C (centres undefined)	6	-7	4.0	0.1	-2	1	-4	-8	12	6	16
COc1cc(/C=N/NC(=O)CCc2c(C)n[nH]c2C)ccc1O	3	-5	2.8	0.0	2	3	-4	-2	-8	8	6
CCOC(=O)c1c(C)n(C)c2ccc(OCC(O)CNCCc3ccccc3)cc12 (centres undefined)	0	-9	0.5	0.6	-22	-19	31	38	7	8	0
O=C(C1=C[C@H](c2csc3ccccc23)C[C@H](OCCCCO)O1)N1CCN(Cc2ccc3c(c2)OCO3)CC1	5	6	0.4	0.6	-10	4	4	42	2	-16	13
S=C(Nc1cccnc1)NC1CC2CCC1C2 (centres undefined)	2	-17	-0.1	0.3	-6	10	14	-3	-3	-16	3
O=C(NCC(c1ccccc1Cl)N1CCCC1)c1ccc(N2CCCC2=O)cc1 (centres undefined)	·	15	-0.5	-0.2	-6	-41	-16	-114	-40	-6	-223
COCCCn1nnnc1SCC(=O)N1CCCC1	0	-7	-0.6	0.5	5	-15	-3	-4	-2	1	8
COc1cc(OC)cc(C(=O)OCC(=O)Nc2ccc3[nH]c(=O)[nH]c3c2)c1	-1	11	0.1	0.4	-3	1	9	-1	-3	-7	22
COCCCN1C(=O)N(c2ccccc2)C(=O)C1CC(=O)Nc1ccc(F)cc1 (centres undefined)	2	2	-0.7	-0.1	0	2	13	-11	-3	-17	14
Nc1c(C(=O)OCC(=O)Nc2ccc(Cl)cc2[N+](=O)[O-])[nH]c(=O)[nH]c1=O	-4	-2	0.9	0.1	-5	5	2	11	6	-22	7
O=C(CNC(=O)c1ccco1)OCc1ccccc1F	·	-3	-1.6	-0.2	-2	3	-25	-1	-8	-4	21
C[C@H](CO)N1C[C@H](C)[C@@H](CN(C)Cc2ccccn2)Oc2ncc(-c3ccccc3)cc2C1=O	·	0	-0.2	-0.1	17	·	-2	-18	3	7	9
NC(=S)N/N=C1\CC(n2nnn(-c3cccc(Cl)c3)c2=S)C2COC1O2 (centres undefined)	1	-4	-0.3	-0.1	-2	7	8	-2	-1	-19	13
O=C(Nc1ccccc1Cc1ccccc1)C1CC(=O)N(c2ccc3c(c2)OCCO3)C1 (centres undefined)	1	20	-0.2	0.0	10	1	-1	-15	-5	4	0
O=C(Cn1cc([N+](=O)[O-])ccc1=O)NCC(=O)Nc1ccc(F)c(F)c1F	·	-16	0.7	0.1	-2	2	-10	4	-7	-26	-5
C=CCSc1n[nH]c(-c2ccc(OCCCC)cc2)n1	2	-13	2.1	0.2	8	-67	-3	-219	0	-101	-327
NCCc1c(C(=O)O)[nH]c2ccc([N+](=O)[O-])cc12	1	-1	1.9	-0.1	21	0	-26	14	0	-11	16
Cc1cccc2cc(C#N)c(SCC(=O)NCc3cccs3)nc12	-7	14	5.6	0.2	-2	4	-4	-11	-19	20	19
CC1(C)CC(=O)C=C(Nc2ccccc2C#N)C1	4	2	-0.3	-0.1	4	-9	13	9	-3	-13	17
Cc1ccc(NC(=O)NC2(C(=O)NCc3ccco3)CCCCC2)cc1	1	-1	18	-0.1	4	-2	0	19	17	-12	21
O=C(NCCNC(=O)c1cc(Cl)ccc1Cl)c1cnccn1	0	9	0.0	0.1	-18	-4	-3	6	-21	-16	6
CCC(=O)NC(C)C(c1cccs1)N1CCOCC1 (centres undefined)	2	-11	0.3	-0.1	-27	3	10	2	-14	0	-1
Cc1ccc(COC[C@H](CC(C)C)N2CCN(C(=O)c3cccc(C(F)(F)F)c3)CCC2=O)cc1	·	-5	0.0	0.2	·	·	·	·	·	3	5
